Assay outcomes deposited in PubChem by National Center for Advancing Translational Sciences (NCATS).
ERG Ets-DNA blk: qHTS for Small Molecule Inhibitors of the ERG Ets/DNA interaction; fluorescence polarization, His-ERG Ets domain / labelled DNA; hit rate 0.028% among 370,000; Potency, µM (doses to about 76.9 µM), for the others: at the highest dose FP activity, negative = inhibition, usual class: inhibitors; active means well fitted inhibition curve with a large enough effect in the polarisation, with a control signal flat; inconclusive means small, poorly fitted or top-dose-only effect, or effect the other way, or a change in a side signal; inactive means no such curve, though single readings can be large or run the other way; the % refers to the polarisation;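 further: polarization taken with two DNA probes labelled with fluorescein and Texas red; % of control where 0% means no effect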
Target sequence (P11308 whole entry, looked up, the tested form may be a part): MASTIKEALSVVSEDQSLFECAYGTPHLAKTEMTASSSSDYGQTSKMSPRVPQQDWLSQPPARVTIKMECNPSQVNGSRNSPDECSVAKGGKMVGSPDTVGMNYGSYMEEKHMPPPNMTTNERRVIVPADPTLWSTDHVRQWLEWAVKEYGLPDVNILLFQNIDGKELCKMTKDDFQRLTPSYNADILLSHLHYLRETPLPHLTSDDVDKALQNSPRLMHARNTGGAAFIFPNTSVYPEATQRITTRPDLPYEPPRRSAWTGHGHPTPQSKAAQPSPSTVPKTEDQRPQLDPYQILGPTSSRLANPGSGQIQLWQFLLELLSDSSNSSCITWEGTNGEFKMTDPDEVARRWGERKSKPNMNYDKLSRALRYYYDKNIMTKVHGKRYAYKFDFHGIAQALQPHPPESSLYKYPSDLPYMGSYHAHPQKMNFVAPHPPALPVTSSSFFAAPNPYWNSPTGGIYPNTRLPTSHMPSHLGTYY
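His-tagged ERG Ets domain (1 uM in the protein solution; 300mM KCl, 50mM Tris-HCl, 1mM EDTA, 1mM DTT, pH 7.5) received compound, then a probe mix of 5 nM fluorescein-DNA and 100nM Texas-615-DNA. Fluorescence polarization was read for both dyes.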
Pin1 inh: qHTS Assay to Find Inhibitors of Pin1 | Potency, µM (doses to about 115 µM), without a hit: at the top dose activity, negative = inhibition, actives largely listed as inhibitors | hit rate 0.009% among 390,000 | Peptidyl-prolyl cis-trans isomerase NIMA-interacting 1 (Homo sapiens), Q13526 | Pin1 FP peptide displacement, HiFluor488, 10 min; active means well fitted inhibition curve with a large enough effect in the polarisation, with a control signal flat, not every such curve was filed as active; inconclusive means small, poorly fitted or top-dose-only effect, or effect the other way, or a change in a side signal; inactive means no such curve, though single readings can be large or run the other way; the % refers to the polarisation; further: on the % scale 0 is the no-effect control and ±100 the full control effect
Target sequence (Q13526 whole entry, looked up): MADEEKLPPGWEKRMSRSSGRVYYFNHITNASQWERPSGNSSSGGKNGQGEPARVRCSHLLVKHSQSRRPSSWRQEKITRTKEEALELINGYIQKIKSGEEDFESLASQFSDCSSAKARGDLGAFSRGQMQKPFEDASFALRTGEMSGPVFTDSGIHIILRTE
JMJD2A Tudor inh: qHTS Assay for Inhibitors of JMJD2A-Tudor Domain; Lysine-specific demethylase 4A (Homo sapiens), O75164; AlphaScreen JMJD2A-Tudor / H3K4me3 peptide binding; Potency, µM (highest dose often 114 µM), inactives show at the highest dose activity change, negative = inhibition, hits mostly inhibitors; hit rate 4.4% among 390,000; further: on the % scale 0 is the no-effect control and ±100 the full control effect; nearly all actives have a fitted effect of over 50% in size
RGS4 inhibitor: Inhibitors of Regulator of G Protein Signaling (RGS) 4: qHTS. Regulator of G-protein signaling 4 (Homo sapiens), P49798. Transcreener GDP fluorescence polarization, RGS4-accelerated GTP hydrolysis. Potency, µM (top dose mostly 114 µM), without a hit: at the top dose activity change, negative = inhibition, hits mostly inhibitors. hit rate 0.039% among 390,000; further: on the % scale 0 is the no-effect control and ±100 the full control effect; nearly all actives have a fitted effect of over 75% in size; some results filed as inactive show a strong effect at the top dose
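MLSMR compounds (23 nl, pin-transferred) preincubated 10 min at room temperature with a 500nM (2x) first reagent, then RGS4 at 900nM (2x) plus Transcreener GDP mix added; fluorescence polarization (620/688 nm) read before and after 90 min at 30 °C.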
12-LOX inh: Primary qHTS assay for inhibitors of human arachidonate 12S-lipoxygenase (ALOX12): Round 2; Potency, µM (highest dose often 108 µM), for inactives: at the top dose activity change, negative = inhibition, usual class: inhibitors; hit rate 1.1% among 580,000; purified 12hLO, xylenol orange hydroperoxide absorbance; Polyunsaturated fatty acid lipoxygenase ALOX12 (Homo sapiens), P18054; further: on the % scale 0 is the no-effect control and ±100 the full control effect
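Purified human 12hLO (150 nM final) in 25 mM Hepes, 0.01% Triton X-100, pH 7.0 was preincubated 15 min at room temperature with compound. Then 40 uM arachidonic acid was added, 30 min. Hydroperoxide was read by Fe-XO absorbance ratio 573/405 nm.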
Tb PGK inh: qHTS Assay to Find Inhibitors of Phosphoglycerate Kinase. PGK/GAPDH coupled, Kinase-Glo luminescence, 60 min. AID 602233, 2012. Potency, µM (top dose mostly 57.5 µM), inactives show at the highest dose activity change, negative = inhibition, usual class: inhibitors. hit rate 0.043% among 380,000; further: on the % scale 0 is the no-effect control and ±100 the full control effect; nearly all actives have a fitted effect of over 60% in size
Target sequence (P07378 whole entry, looked up): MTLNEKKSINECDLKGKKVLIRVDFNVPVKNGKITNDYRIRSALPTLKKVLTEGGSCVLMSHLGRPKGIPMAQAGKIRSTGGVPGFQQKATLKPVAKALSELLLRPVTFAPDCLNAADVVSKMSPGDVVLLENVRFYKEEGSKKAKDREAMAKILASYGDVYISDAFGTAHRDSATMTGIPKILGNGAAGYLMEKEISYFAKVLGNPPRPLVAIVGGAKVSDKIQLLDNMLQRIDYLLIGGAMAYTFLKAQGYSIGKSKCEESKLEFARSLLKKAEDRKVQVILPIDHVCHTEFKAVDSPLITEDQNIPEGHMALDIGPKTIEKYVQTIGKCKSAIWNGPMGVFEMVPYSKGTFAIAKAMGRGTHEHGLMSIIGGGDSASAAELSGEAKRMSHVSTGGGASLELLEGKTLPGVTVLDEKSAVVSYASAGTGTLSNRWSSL
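Luminescent ATP detection (Kinase-Glo Plus) follows a 60-minute room-temperature incubation, with wells lacking PGK as controls. Buffer: 100 mM TEA (pH 7.6), 5 mM MgCl2, 0.01% Tween-20. Coupling enzyme GAPDH (100 nM final) supplies unstable 1,3-BPG in-well.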
GLS inh: qHTS for Inhibitors of Glutaminase (GLS) | Glutaminase kidney isoform, mitochondrial (Homo sapiens), O94925 | GLS enzymatic activity, qHTS titration | Potency, µM (series often up to 45.5 µM), inactives show top-dose activity change, negative = inhibition, most hits filed as inhibitors | hit rate 0.21% among 410,000; further: on the % scale 0 is the no-effect control and ±100 the full control effect
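hKGA in 45 mM KH2PO4 pH 8.2, 0.02% Tween-20 with pin-transferred compounds; 1 mM L-glutamine (stock) plus glutamate oxidase/HRP/Amplex Red coupling added. Fluorescence read initially and after 30 min at RT.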
TrxR1 inh: qHTS Assay for Inhibitors of Mammalian Selenoprotein Thioredoxin Reductase 1 (TrxR1): qHTS; Thioredoxin reductase 1, cytoplasmic (Rattus norvegicus), O89049; recombinant rTrxR1, NADPH fluorescence consumption, selenite substrate; Potency, µM (highest dose often 114 µM), for the others: at the top dose activity change, negative = inhibition, hits mostly inhibitors; hit rate 1% among 390,000; further: on the % scale 0 is the no-effect control and ±100 the full control effect; nearly all actives have a fitted effect of over 65% in size
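Rat TrxR1 (90 nM in the dispensed reagent) was pre-reduced with 400 uM NADPH for 5 min at room temperature, then incubated with compound for 15 min. After 400 uM selenite was added, NADPH fluorescence (Ex 340/Em 450 nm) was followed for 8 min.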
HP1b chromo inh: HTS for Inhibitors of HP1-beta Chromodomain Interactions with Methylated Histone Tails; AlphaScreen HP1-beta / biotin-H3K9me3 peptide binding; AID 540317, 2011; hit rate 0.56% among 390,000; Potency, µM (highest dose often 114 µM), without a hit: top-dose activity change, negative = inhibition, hits mostly inhibitors; Chromobox protein homolog 1 (Homo sapiens), P83916; further: nearly all actives have a fitted effect of over 70% in size; inactives centre near 23
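HP1-beta protein (50 nM final) preincubated 30 min at room temperature with biotinylated H3(1-18)K9me3 peptide (50 nM) in PBS pH 7.4, 0.01% Tween-20, then compound added for 30 min. AlphaScreen streptavidin donor/nickel chelate acceptor beads (10 ug/mL final), 30 min dark, luminescence read.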
The depositor's hits bear a star; i = inactive; ? = inconclusive; & = joins results of further samples; [ ] = dose if it differs, or a comment. Unless noted, the call rests on the fitted dose curve; in most records, active means well fitted curve in the direction sought with a large enough effect; inconclusive means small, poorly fitted or top-dose-only effect, or another doubt; inactive means no such curve, though single readings can be large; an effect the other way counts as inactive or inconclusive. Potency means the concentration at half of the fitted maximal effect.

Every second line gives: ERG Ets-DNA blk	Pin1 inh	JMJD2A Tudor inh	RGS4 inhibitor	12-LOX inh	Tb PGK inh	GLS inh	TrxR1 inh	HP1b chromo inh
O=C1N=C(N2CCCCC2)S/C1=C\c1cn[nH]c1-c1ccccc1
  -2.0%	7.8%	3.5%	-30.1%	-5.9%	-2.3%	0.6%	14.0%	22.6%
CN(CCCn1cnc2c(OCc3ccccc3)ncnc21)CCc1ccccn1
  -1.4%	-5.4%	-8.2%	-2.4%	1.1%	-4.0%	6.0%	5.0%	27.9%
Cc1cc(C)c(C#N)c(SCCS(=O)(=O)c2ccc(C(C)(C)C)cc2)n1
  -16.5%	-0.4%	2.8%	25.5%	24.0%	-4.1%	5.1%	18.1%	26.3%
O=C1C=CC(=O)N1Cc1ccccn1
  -4.7%	-18.3%	-9.0%	1.7%	-2.9%	i	-12.6%	-16.5%	59.1%[activator]
COc1ccc(CC2(CO)CCN(Cc3nc(C(C)C)cs3)CC2)cc1
  -1.3%	1.5%	-6.8%[11.4 µM]	4.3%	-5.7%	i	-6.6%	19.3%[57.1 µM]	39.3%[activator]
S=C1NCCOCCOCCOCCOCCNC(=S)N2CCOCCOCCN1CCOCC2
  8.3%	-4.7%	-11.7%	22.6%	-26.6%	i	-2.2%	20.1%[57.1 µM]	24.9%
CCOC(=O)c1ccc2c(c1)nc(-c1ccc(F)cc1)c1nccn12
  -0.8%	4.6%	-4.9%	-5.2%	3.0%	9.5%	0.0%	17.0%	34.2%
O=S(=O)(c1ccc(F)c(F)c1)N1CCN(c2ncccn2)CC1
  8.1%	-1.3%	-12.2%	24.1%	-4.4%	3.1%	1.0%	7.7%[57.1 µM]	10.1%
Clc1ccc(-c2cc(COc3ccccc3)no2)cc1Cl
  4.8%	-0.3%	172.8%[activator]	-18.8%	2.1%	-9.4%	-5.3%	-10.9%	310.5%[activator]
Cc1ccc(S(=O)(=O)CC(=O)Nc2cc(C)on2)cc1
  -5.0%	0.7%	-4.9%	-20.7%	-3.2%&-2.9%	-5.7%	-1.1%	15.5%[57.1 µM]	10.7%
Fc1cccc(-c2cc3nc(-c4ccccc4)cc(N4CCC5(CC4)OCCO5)n3n2)c1
  2.9%	16.2%	67.9%[activator]	-2.8%	0.0%	i	-11.5%	149.3%[activator][57.1 µM]	103.0%[activator]
O=C(CSC1CN(C(c2ccccc2)c2ccccc2)C1)N/N=C/c1ccc(Cl)cc1Cl
  -13.0%	8.7%	-35.8%	5.0%	13.0%	-9.7%	-0.2%	27.9%	14.5%
O=C(NNC1CC(=O)N(c2ccccc2)C1=O)c1ccc(COc2ccccc2Cl)o1 (stereo not given)
  -1.1%	-2.6%	-24.1%	9.2%	-0.5%	-4.6%	20.7%	31.5%	30.1%
CCn1cc(C(=O)NCCCN2CCCC(C)C2)c(=O)c2cc(S(=O)(=O)N3CCc4ccccc4C3)ccc21 (stereo not given)
  12.1%	6.0%	-32.6%	19.2%	-0.4%	-1.6%	4.6%	9.9%	15.9%
COC(=O)CSc1nnc(CNC(=O)Cc2ccccc2)n1-c1ccccc1OC
  -11.4%	-1.1%	-13.2%	-2.5%	8.2%	-9.1%	4.7%	16.1%	33.7%[activator]
CCOC(=O)CC(C(=O)OCC)P(=O)(c1ccccc1)c1ccccc1 (stereo not given)
  3.7%	-5.8%	-24.2%	-15.0%	10.0%	-9.7%	0.6%	-7.7%[57.1 µM]	14.6%
O=C1NC(=O)C(=Cc2ccc(Cl)cc2Cl)S1
  -10.1%	-2.4%	-32.6%	-9.8%	39.8µM*	-3.5%	21.6%	?	8.7%
COc1cc(NC(=O)C2CC(c3ccccc3O)=NO2)c(OC)cc1Cl (stereo not given)
  1.5%	0.8%	-10.3%	2.4%	3.7%	i	16.7%	20.2%	22.5%
Cc1ccc(/C=C/C(=O)OCC(=O)c2ccc3c(c2)NC(=O)CO3)o1
  2.8%	17.2%	-22.8%	-35.3%	-13.5%	-13.6%	-19.4%	?	-6.3%
Cc1ccc(S(=O)(=O)Nc2ccc(N(C)C)cc2)cc1
  18.4%	9.5%	56.2µM*	-2.4%	-4.2%	1.3%	-16.7%	-1.2%[11.4 µM]	?
COc1ccccc1N1CCN(C(CNC(=O)C(=O)NCc2ccc(F)cc2)c2cccnc2)CC1 (stereo not given)
  5.4%	?	-33.2%	-10.2%	-27.5%	i	9.0%	-2.7%	23.4%
Cc1ccc(Cl)cc1N1CCN(C(=O)Cn2ncn3cccc3c2=O)CC1
  0.5%	1.7%	-19.0%	-11.4%	5.6%	-0.5%	2.1%	19.2%[57.1 µM]	30.6%
CSc1oc(-c2ccco2)nc1S(=O)(=O)c1ccccc1
  4.3%	5.8%	-29.6%	-6.7%	35.5µM*	-2.7%	-6.9%	-42.6%	16.5%
Cc1ccc(S(=O)(=O)NNC(=S)NCC2CCCO2)cc1 (stereo not given)
  1.4%	-8.3%	-13.8%	4.5%	?	-9.6%	21.9%	-18.7%	-15.6%
COC(=O)c1cc(C)sc1NC(=O)C1CC(=O)NN1Cc1ccccc1 (stereo not given)
  8.1%	-7.5%	-21.4%	18.9%	-12.4%	-5.6%	23.0%	26.7%	25.8%
COc1ccccc1C1NC(=O)NC(C)=C1C(=O)OC1CCC(C)CC1 (stereo not given)
  3.7%	1.1%	-22.6%	-23.5%	-14.4%	-1.2%	0.8%	25.5%	17.0%
CCOC(=O)C1=C(COC(=O)/C=C/c2cc(Br)ccc2F)NC(=O)NC1C (stereo not given)
  0.2%	6.0%	-26.9%	-13.1%	-6.9%	-2.9%	-0.4%	3.4%	5.0%
Cc1nc(N)nc(COc2ccccc2)n1
  1.2%	5.0%	-4.3%	1.3%	?	-0.6%	5.6%	-7.3%[57.1 µM]	4.9%
CC(=O)c1ccc(NC(=O)CN2CCOCC2)cc1
  -12.4%	-10.5%	-7.8%	0.0%	-17.8%	i	-0.8%	22.7%	40.2%[activator]
COc1ccccc1CN1CC(C(=O)NCc2cccc(Cl)c2)CCC1=O (stereo not given)
  14.7%	2.3%	-7.6%	-16.1%	-11.4%	2.5%	-7.1%	-2.5%	38.7%

Records listed above that bear a hit mark in JMJD2A Tudor inh.
Every second line gives: ERG Ets-DNA blk	Pin1 inh	JMJD2A Tudor inh	RGS4 inhibitor	12-LOX inh	Tb PGK inh	GLS inh	TrxR1 inh	HP1b chromo inh
Cc1ccc(S(=O)(=O)Nc2ccc(N(C)C)cc2)cc1
  18.4%	9.5%	56.2µM*	-2.4%	-4.2%	1.3%	-16.7%	-1.2%[11.4 µM]	?

Returning to the listing with the two entries that preceded the break.
Every second line gives: ERG Ets-DNA blk	Pin1 inh	JMJD2A Tudor inh	RGS4 inhibitor	12-LOX inh	Tb PGK inh	GLS inh	TrxR1 inh	HP1b chromo inh
CC(=O)c1ccc(NC(=O)CN2CCOCC2)cc1
  -12.4%	-10.5%	-7.8%	0.0%	-17.8%	i	-0.8%	22.7%	40.2%[activator]
COc1ccccc1CN1CC(C(=O)NCc2cccc(Cl)c2)CCC1=O (stereo not given)
  14.7%	2.3%	-7.6%	-16.1%	-11.4%	2.5%	-7.1%	-2.5%	38.7%
CCCCn1c(N)c(N(CC(C)C)C(=O)CN2C(=O)C3CCCCC3C2=O)c(=O)[nH]c1=O (stereo not given)
  8.4%	-2.9%	1.7%	-11.5%	-10.3%	-3.0%	-7.0%	-2.9%	31.7%
O=S(=O)(Nc1nc2n(n1)C(c1ccc(F)cc1)C=C(c1ccccc1)N2)c1ccc(Cl)cc1 (stereo not given)
  0.1%	-2.9%	-3.6%	18.6%	14.2%	-12.9%	?	5.9%	35.5%
CCOC(=O)C1(CC2CC2)CCN(C(=O)c2cccnc2C)CC1
  -10.3%	0.7%	-9.9%	-22.9%	94.7%	-9.2%	1.1%	6.3%	17.6%
CN(C)C(CNC(=O)c1ccc(S(=O)(=O)Nc2ccccc2F)cc1)c1ccccc1 (stereo not given)
  0.0%	-5.4%	-9.5%	18.7%	10.2%	-1.6%	7.5%	-14.5%	31.2%
CC(C)Cn1cnc2c(c(-c3ccccc3)c(-c3ccccc3)n2Cc2ccco2)c1=N
  7.8%	4.4%	?	-29.2%	-88.5%	-4.3%	-0.7%	-25.1%	-16.2%
CC(C)Nc1ccc(Nc2ccnc3cc4ccccc4cc23)cc1
  -4.4%	11.2%	11.2µM*	?	?	-1.3%	-23.4%	1.3%	25.1µM*

An excerpt; count on the stated rates, not on these rows.
